HT29 cell growth-1 – HT29 colon tumor cell growth inhibition, primary screen, imaging, high content imaging, 24 h, CellTiter-Glo (AID 770). HT29 cell number by imaging, 24 h; active compounds read high. growth inhibition, % at 10 µM. 3,300 tested, under 10 active;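 active means growth inhibition above 90% in viable cell count at a single dose; inactive means growth inhibition below 90%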
HT29 cell growth-2 – HT29 colon tumor cell growth inhibition, primary screen, imaging, high content imaging, 48 h, CellTiter-Glo (AID 771); HT29 cell growth, HCS imaging cell count, 48 h; active compounds read high; growth inhibition, % at 10 µM; 3,300 tested, 2% active;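 active means growth inhibition above 90%, meaning viable cell count by imaging cut by more than 90% versus vehicle controls; inactive means growth inhibition below 90%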;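 further: percent fewer viable cells counted by imaging than vehicle controls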
A549 NSCLC growth – A549 NSCLC cell proliferation inhibitors – ATP luminescence, human non-small cell lung line, primary screen (AID 371). growth inhibition, % at 10 µM. A549 growth inhibition, ATP luminescence; active compounds read high. 3,300 tested, 8.4% active;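 active means mean growth inhibition over the two runs of 50% or more; inactive means mean growth inhibition under 50%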;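 further: compound exposure lasted 72 h before the ATP read; 0% = untreated cell signal and 100% = no luminescence left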
AID364 – cytotoxicity toward Jurkat T cells, primary screen, cell-based, Jurkat E6.1, NIH starter set (AID 364); Jurkat E6.1 viability, ATP luminescence, 48 h; higher % means a stronger effect; inhibition, % at 4 µM, or CC50 in µM where a hit was titrated; 3,300 tested, 2% active;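 active means concentration giving half-maximal inhibition at or below 20 micromolar; inactive means half-maximal concentration above 20 micromolar, or not dose tested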;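 further: 100% = cells treated with 4 µM doxorubicin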
AID772 – HT29 colon tumor cell growth inhibition, primary screen, imaging, high content imaging, 72 h, CellTiter-Glo (AID 772). HT29 cell growth, HCS imaging cell count, 72 h; active compounds read high. growth inhibition, % at 10 µM. 3,300 tested, 0.6% active;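 active means growth inhibition above 90%, meaning viable cell count cut by more than 90% versus vehicle controls; inactive means growth inhibition below 90%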
HT29 cell growth-1 condensed nuclei – also measured in HT29 cell growth-1; calls as there; condensed nuclei, %; measured here: percent cells with condensed nuclei;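 share of cells whose nuclear area falls below control median minus 1.5 SD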
HT29 cell growth-1 ATP viability – recorded beside HT29 cell growth-1, whose call it bears; growth inhibition, %; measured here: ATP CellTiter-Glo viability
HT29 cell growth-2 condensed nuclei – also measured in HT29 cell growth-2; calls as there; condensed nuclei, %; measured here: percent cells with condensed nuclei;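 condensed means Hoechst nuclear area under control median minus 1.5 SD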
AID772 condensed nuclei – also measured in AID772; calls as there; condensed nuclei, %; measured here: percent cells with condensed nuclei;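 condensed means nuclear area below control median minus 1.5 SD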
AID772 second – further read-out of AID772, marked with its call; growth inhibition, %; measured here: ATP CellTiter-Glo viability
The depositor's hits bear a star; & = joins results of further samples. The list is partial; rates above refer to the full screens.

The opening two records as a preview:
SMILES	HT29 cell growth-1	HT29 cell growth-1 condensed nuclei	HT29 cell growth-1 ATP viability	HT29 cell growth-2	HT29 cell growth-2 condensed nuclei	A549 NSCLC growth	AID364	AID772	AID772 condensed nuclei	AID772 second
CN(C)CCCC1(c2ccc(F)cc2)OCc2cc(C#N)ccc21 (stereo not drawn)	30	6.2	37	43	18	5	2%	42	15	58
Cc1ccc(N(CC2=NCCN2)c2cccc(O)c2)cc1	30&-31	3.7&2.2	8&-25	41&-40	0.5&2.2	12&15	-6%&8%	11&-12	1&4	8&-14

All compounds of this part (from the top)
SMILES	HT29 cell growth-1	HT29 cell growth-1 condensed nuclei	HT29 cell growth-1 ATP viability	HT29 cell growth-2	HT29 cell growth-2 condensed nuclei	A549 NSCLC growth	AID364	AID772	AID772 condensed nuclei	AID772 second
CN(C)CCCC1(c2ccc(F)cc2)OCc2cc(C#N)ccc21 (stereo not drawn)	30	6.2	37	43	18	5	2%	42	15	58
Cc1ccc(N(CC2=NCCN2)c2cccc(O)c2)cc1	30&-31	3.7&2.2	8&-25	41&-40	0.5&2.2	12&15	-6%&8%	11&-12	1&4	8&-14
CNCCCN1c2ccccc2CCc2ccccc21	39	6.9	31	96*	14*	39	-2%	63	33	93
CCC(NC(C)C)C(O)c1ccc(O)c2[nH]c(=O)ccc12 (stereo not drawn)	-22	2.3	-14	-17	0.5	-6	-1%	-3	2	-14

Sorted by the number under AID772 condensed nuclei (rising): three of the compounds above
compound,AID772 condensed nuclei
CCC(NC(C)C)C(O)c1ccc(O)c2[nH]c(=O)ccc12 (stereo not drawn),2
CN(C)CCCC1(c2ccc(F)cc2)OCc2cc(C#N)ccc21 (stereo not drawn),15
CNCCCN1c2ccccc2CCc2ccccc21,33

Limited to AID772, for two of the compounds above:
SMILES	AID772
CN(C)CCCC1(c2ccc(F)cc2)OCc2cc(C#N)ccc21 (stereo not drawn)	42
Cc1ccc(N(CC2=NCCN2)c2cccc(O)c2)cc1	11&-12
